# CHO parental Ca: ATP-evoked calcium signal inhibitors, parental CHO, primary screen, counter-screen for OX1R antagonist project, cell-based, fluorescence, Fluo-8 calcium dye; parental CHO-K1, ATP-induced calcium, Fluo-8 fluorescence; inhibition, % at 5.6 µM; 330,000 tested, 0.63% active; AID 463079, 2010;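 active = inhibition above that plate's mean sample inhibition plus 3 SD, cut at about 26% in these data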;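 note: 0% = ATP-challenged DMSO wells and 100% = DMSO wells without ATP; some compounds past the cut are filed as inactive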
#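 Assay system: parental CHO cells; Read-out basis: percent inhibition of ATP-evoked calcium rise, normalized to controls; Benchmarks: ATP and no-ATP DMSO wells; Compound dosing: single nominal dose of 5.6 µM per compound; Signal: Fluo-8 calcium dye fluorescence; Also added: ATP as calcium-mobilizing challenge; Repeats: singlicate.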
# M4 ag: human M4 muscarinic receptor agonists, primary screen, CHO-K1 cells, Fluo-8 calcium fluorescence; Muscarinic acetylcholine receptor M4 (Homo sapiens), P08173; CHO-K1 hM4/Gqi5; vehicle 0%, full acetylcholine response 100%; activation, % at 3 µM; 360,000 tested, 0.14% active; AID 624127, 2012;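 active = activation above the run mean over all test wells plus 3 SD, cut at about 32% in these data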;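 note: peak over basal fluorescence ratio per well then scaled between controls; 0% = DMSO wells and 100% = acetylcholine at EC100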
# Target sequence (P08173 whole entry, looked up): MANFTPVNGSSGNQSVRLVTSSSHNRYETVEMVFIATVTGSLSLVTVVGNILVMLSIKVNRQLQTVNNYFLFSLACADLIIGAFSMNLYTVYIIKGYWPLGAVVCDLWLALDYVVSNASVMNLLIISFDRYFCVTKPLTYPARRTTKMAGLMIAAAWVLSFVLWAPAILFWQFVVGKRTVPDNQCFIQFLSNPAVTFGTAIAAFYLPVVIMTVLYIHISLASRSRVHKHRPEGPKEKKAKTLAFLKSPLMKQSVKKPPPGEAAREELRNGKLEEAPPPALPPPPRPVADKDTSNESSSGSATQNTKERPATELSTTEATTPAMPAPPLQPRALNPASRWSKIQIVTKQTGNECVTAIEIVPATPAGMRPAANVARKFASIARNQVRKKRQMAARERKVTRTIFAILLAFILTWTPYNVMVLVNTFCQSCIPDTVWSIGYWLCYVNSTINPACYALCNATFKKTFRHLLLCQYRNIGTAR
# M1 PAM: human M1 muscarinic receptor positive allosteric modulators, primary screen, CHO-K1 cells, Fluo-8 calcium fluorescence, 1536-well; Muscarinic acetylcholine receptor M1 (Homo sapiens), P11229; CHO-K1 hM1, ACh EC20; 0% = ACh EC20, 100% = maximal ACh; activation, % at 3 µM; 360,000 tested, 0.088% active; AID 588819, 2011; in the data active = activation above about 19%, passing the limit was not always enough
# M1 antag: human M1 muscarinic receptor antagonists, primary screen, CHO-K1 cells, Fluo-8 calcium fluorescence, 1536-well. AID 588852, 2011. inhibition, % at 3 µM. CHO-K1 hM1, ACh EC80 antagonist. Muscarinic acetylcholine receptor M1 (Homo sapiens), P11229. 360,000 tested, 1.3% active;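 active = percent inhibition above its own plate's cutoff, namely the mean of that plate's compound wells plus 3 SD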;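 note: peak over basal fluorescence ratio during 140 s after agonist addition; 0% = ACh EC80 plus DMSO and 100% = DMSO alone without agonist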
# OXTR potentiate: human OXTR potentiators, primary screen, fluorescence, CHO-OTR cells, Fluo-8 calcium; Oxytocin receptor (Homo sapiens), P30559; 320,000 tested, 0.061% active; activation, % at 3 µM; Fluo-8 calcium fluorescence, potentiator mode; 0% = oxytocin EC15, 100% = EC100;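 active = activation above that plate's cutoff, the mean activation of tested compounds plus 3 SD, cut at about 6.6% in these data, passing the limit was not always enough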;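 note: 100% uses oxytocin at 75 nM as the full agonist control; some results filed as inactive read as strong as hits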
# Target sequence (P30559 whole entry, looked up): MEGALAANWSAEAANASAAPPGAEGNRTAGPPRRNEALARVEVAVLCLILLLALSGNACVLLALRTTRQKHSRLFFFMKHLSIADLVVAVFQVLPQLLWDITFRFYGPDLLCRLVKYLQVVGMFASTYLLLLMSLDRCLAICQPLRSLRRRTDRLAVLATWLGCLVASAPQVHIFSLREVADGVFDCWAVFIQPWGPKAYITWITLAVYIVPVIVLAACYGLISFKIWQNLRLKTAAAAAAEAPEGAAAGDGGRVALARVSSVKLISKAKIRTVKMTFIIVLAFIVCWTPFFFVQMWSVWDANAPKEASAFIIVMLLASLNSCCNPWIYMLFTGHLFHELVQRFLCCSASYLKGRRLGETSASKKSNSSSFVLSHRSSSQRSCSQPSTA
#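 Material: human OTR in CHO cells. Compound: 3.0 µM, one dose. Timing: compound 6 min at room temperature before oxytocin, 100 s read. Evaluation: % activation of max/min ratio relative to oxytocin controls. Replication: single well per compound, singlicate. Signal: Fluo-8 calcium dye fluorescence.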
# CHRM4 antagonist: human M4 muscarinic receptor antagonists, primary screen, CHO cells, Fluo-8 calcium fluorescence; Muscarinic acetylcholine receptor M4 (Homo sapiens), P08173; CHO-hM4 cells, ACh EC80; inhibition, % at 3 µM; 360,000 tested, 0.73% active; AID 624125, 2012;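 active = inhibition above its plate's cutoff, the mean inhibition of sample wells plus 3 SD, cut at about 27% in these data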;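 note: 0% = acetylcholine EC80 with DMSO and 100% = DMSO without agonist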
# M1 ag: human M1 muscarinic receptor agonists, primary screen, Fluo-8 calcium fluorescence, CHO-K1 cells, HTS; CHO-K1 hM1, agonist mode; 0% DMSO, 100% acetylcholine EC100; 360,000 tested, 0.33% active; AID 588814, 2011; activation, % at 3 µM;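 active = activation above the run's mean compound activation plus 3 SD, cut at about 16% in these data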;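 note: peak over basal fluorescence ratio within a 140 s kinetic read after compound addition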
# CHO-K1 Ca antag: M1 antagonist counterscreen hit in parental CHO-K1 cells. ATP-induced calcium, Fluo-8 fluorescence. inhibition, % at 3 µM. 360,000 tested, 0.6% active. AID 602250;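 active = inhibition above a per-plate cutoff, the plate's mean sample inhibition plus 3 SD, cut at about 24% in these data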;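 note: 0% = DMSO plus EC80 ATP and 100% = DMSO alone without ATP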
# M1 ag parental: counter-screen for M1 agonists: effect in parental CHO-K1 cells; 360,000 tested, 0.48% active; Fluo-8 calcium fluorescence; scaled to maximal ATP response, vehicle zero; AID 602248, 2012; activation, % at 3 µM; in the data active = activation above about 15%;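 note: untransfected CHO-K1 host cells lacking M1 receptor as counterscreen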
# Active calls of the source: *; x = no result given.
SMILES,CHO parental Ca,M4 ag,M1 PAM,M1 antag,OXTR potentiate,CHRM4 antagonist,M1 ag,CHO-K1 Ca antag,M1 ag parental
CCN(C(=O)COC(=O)CNC(=O)c1ccc2ccccc2c1)c1c(N)n(Cc2ccccc2)c(=O)[nH]c1=O,x,0,-1,3,x,9,-5,1,0.1
CC(C)(C)N1CC(C(=O)Nc2ccc(S(=O)(=O)N3CCCCC3)cc2)CC1=O (stereo unspecified),-4,1,3,2,-6,-6,-2,1,1.2
O=C(O)c1cccc(N/N=C/c2cn(-c3ccccc3)nc2-c2cccs2)c1,-1,2,9,-7,-6,-5,-3,-11,-0.1
CC(C)(C)OC(=O)N1CCC(c2cc(=O)n3[nH]c(-c4ccc(Cl)cc4)cc3n2)CC1,-16,0,-1,3,0,6,-1,8,0.1
CCC(=O)NNc1nc2c(Cl)cccc2s1,-7,3,6,0,-1,-3,-2,-7,9.2
CCOC(=O)c1c(C)c(C(=O)NCCc2ccccc2)c(C)n1C,-15,0,6,-3,-9,2,-9,-5,0.9
N#CCC(=O)Nc1ccc(C(=O)OCC(=O)Nc2ccccc2Sc2ccccc2)cc1,6,24,-13,14,-1,20,-4,5,7.9
COc1ccc(/C=C2\SC(=O)N(CCC(=O)NCCCn3ccnc3)C2=O)cc1,-19,4,-9,11,-2,9,-5,2,0.3
C=CC[C@@H](CC(=O)N[C@H](CO)Cc1ccccc1)C(=O)N[C@@H](COC(=O)[C@@H](CC=C)Cc1ccc(F)cc1)Cc1c[nH]c2ccccc12,-7,3,0,-7,-5,-12,-3,-17,-0.2
CCOC(=O)C1CCN(C(=O)COC(=O)CSc2ccc(C(N)=O)cc2[N+](=O)[O-])CC1,-5,1,2,-7,3,-7,-4,-9,0.6
O=[N+]([O-])c1ccc(COc2ccccc2CN2CCCCC2)cc1,x,0,-5,9,x,0,-11,-5,-0.5
CCc1cc2c(NCC3CCCO3)ncnc2s1 (stereo unspecified),5,6,7,-11,-14,-9,2,-12,3.3
O=C1C=C(Nc2ccc(Cl)cc2)CC(c2ccccc2)C1 (stereo unspecified),-7,2,4,-9,-7,2,-9,-9,1.9
CC(=O)c1ccc(S(=O)(=O)Nc2ccc(-c3ccc4nnc(C)n4n3)cc2)cc1,7,1,5,-2,-4,5,-8,1,0.2
CCc1nnc(NC(=O)CCC(=O)NCCc2ccccc2)s1,-4,0,-1,-2,-4,-7,-3,-8,0.4
COc1cccc(C(=O)C2CCCN(C(=O)c3ccc(C#CC(C)(C)O)cc3)C2)c1 (stereo unspecified),-6,11,0,-4,-11,-13,-11,-6,2.8
CCO[C@H]1OC(C(=O)N2CCN(Cc3ccccc3)CC2)=C[C@@H](C2CCCCC2)[C@@H]1CCCO,-23,3,4,4,-3,-3,-5,-10,-0.4
CN(CCc1ccccn1)C(=O)CCC1CCCN(C(=O)c2n[nH]c3c2CCCC3)C1 (stereo unspecified),11,1,15,-7,-15,9,-1,-6,1.4
CCOc1cc(C)c(S(=O)(=O)NC2CC(C)(C)NC(C)(C)C2)cc1C,-21,2,10,-8,-17,-13,-6,2,0.1
CN(C)CCCOC(=O)COc1ccc(Br)cc1,0,5,-1,0,-4,-8,-5,-8,1.5
CN1CCN(C(=O)/C(=C/c2ccc([N+](=O)[O-])cc2)NC(=O)c2ccccc2)CC1,1,0,1,-2,5,1,-6,-8,0.9
O=Nc1c(O)n(Cc2cccc(C(F)(F)F)c2)c2ccccc12,-4,-1,15,2,-8,0,19*,3,0.1
C[C@]12CCC(=O)CC1=CCC1C3CC=C(C#N)[C@@]3(C)CC[C@@]12O (stereo partly specified),-13,3,7,-3,-7,-16,1,13,4.6
CC(C)C(=O)c1cc2c(cc1NC(=O)c1cccs1)OCCO2,-17,0,2,-4,1,0,-3,-12,0.4
CCSc1nc2ccccc2c(=O)n1OCC(=O)OC,-6,1,1,-3,-3,0,-4,5,0.0
Cc1ccccc1NC(C)C(=O)N/N=C/c1c[nH]c2ccccc12 (stereo unspecified),1,3,5,1,-7,1,-5,9,0.1
CCOC(=O)CN1C(=O)C(=O)N(Cc2ccccc2)C1=O,-13,0,7,-10,5,-4,2,-16,1.1
O=C(CSc1ccc(-c2ccco2)nn1)Nc1ccccc1F,-23,4,6,-11,-1,0,-3,3,0.8
NS(=O)(=O)c1ccc(NC(=O)CSc2ccccc2)cc1,6,2,3,-1,-9,11,-6,6,0.2
O=C(Nc1ccncc1)C1CCCN(S(=O)(=O)c2cccc3cccnc23)C1 (stereo unspecified),1,11,-16,21,-9,-4,-2,2,2.9
CSc1nnc(Nc2ccccc2C)s1,-1,0,4,-3,-10,5,-2,-14,-0.2
Cc1ccc2cc(CCNC(=O)C(C)C)c(=O)[nH]c2c1,17,1,5,1,-6,-8,-3,11,0.3
Cc1ccc2c(c1)CCCN2C(=O)c1ccco1,0,-1,2,1,-3,11,-3,-4,0.0
Cc1ccc(-c2ocnc2C(=O)N2CCN(C(=O)c3cccs3)CC2)cc1,-16,2,6,-6,-6,-1,-7,-4,1.1
Cc1cc(C)nc(N(C#N)Cc2ccccc2Cl)n1,0,-1,-1,1,-3,-18,-4,4,-0.7
C=CC[C@@H](CC(=O)OC(C)(C)C)C(=O)OC[C@@H]1CCCN1C(=O)[C@@H](CC=C)CC(=O)N(CCO)Cc1ccccc1,-20,8,3,-1,0,-9,-6,-12,0.9
O=C(Cc1ccc(S(=O)(=O)N2CCCC2)s1)Nc1cccc([N+](=O)[O-])c1,5,10,-13,10,-11,10,-2,-8,7.5
Cc1ccc2c(c1C)NC(=O)C21N2CCCC2C(C(=O)c2ccc3ccccc3c2)C12C(=O)Nc1ccccc12 (stereo unspecified),x,0,21,-8,x,3,-1,-11,2.2
CC(Oc1ccc(Br)cc1)C(=O)N1CCc2ccccc21 (stereo unspecified),-25,-1,2,-6,-17,-2,-3,-11,2.1
Cc1ccc(NC(=O)c2noc3c2CCCCC3)cc1C,-19,1,-4,6,-8,8,-2,-4,0.1
O=C(CNC(=O)c1ccco1)Nc1cc(Cl)ccc1N1CCOCC1,-22,0,-5,19,-5,3,-3,8,-0.4
O=C(CNC(=O)Cc1ccccc1)NCc1cccc(C(F)(F)F)c1,-9,1,6,-8,0,-2,-3,-11,1.4
COc1cc2c(cc1NC(=O)c1cccc([N+](=O)[O-])c1)oc1ccccc12,-8,1,8,-8,-11,1,-4,-16,0.9
CC(=O)c1ccc(N2CCN(c3ccc(C(F)(F)F)cn3)CC2)cc1,8,7,-3,11,-9,-5,-5,0,6.0
Cc1ccc2c(SCC(=O)NCc3ccco3)nc(-c3ccc(F)cc3)nc2c1,-6,-1,4,-11,-3,-5,4,-27,1.5
O=C(CSC1=NS(=O)(=O)c2cc(F)ccc2N1)Nc1cccc(F)c1,-8,0,3,-3,0,-19,-1,-10,0.2
CNc1nnc(CSc2nc(C)cc(C)n2)s1,3,-1,1,4,-9,9,0,7,-0.5
O=C(Cc1cccc2ccccc12)OCn1nnc2ccccc2c1=O,8,4,5,-19,-6,-13,-5,6,0.1
CC(C)[C@H](NC(=O)c1cccc(CN(Cc2ccccc2)C(=O)c2ccccc2)c1)C(=O)O,-9,1,11,-13,6,-6,-2,-8,-0.3
CC(C)(C)CC(=O)Nc1ccccc1N1CCN(c2ccc(F)cc2)CC1,-33,-1,12,-6,-12,-17,-1,-10,0.7
Cc1cc(C(=O)COC(=O)c2ccc(F)cc2)c(C)n1C,-12,0,4,-3,-4,1,-1,3,0.1
S=C(Nc1ccccc1)N(CCN1CCOCC1)Cc1cccc(Cl)c1,-18,0,-5,15,-11,-1,-5,-12,1.9
CN(C)S(=O)(=O)c1ccc(Cl)c(NC(=O)CN2CCNC(=O)C2)c1,-4,1,13,-5,7,-2,-2,-12,-0.5
COC(=O)c1c(NC(=O)CN2CCN(C(=O)c3ccco3)CC2)c2cc(C)ccc2n1C,-8,-2,16,-13,-10,-3,1,-1,0.8
C/C=C/c1ccc(OCC(=O)Nc2cc(S(=O)(=O)N3CCOCC3)ccc2N2CCCC2)c(OC)c1,-13,1,3,-18,-13,-13,-5,2,-0.6
O=C(Nc1ccc(F)cc1F)c1ccco1,-15,1,-1,6,0,2,-2,2,0.3
COc1cccc(-c2cc(=O)c3cc(NC(C)=O)ccc3[nH]2)c1,3,3,4,-6,-2,-7,-2,-6,-0.3
COc1ccc2cc(C#N)c(Nc3cccc(F)c3)nc2c1,-9,1,12,-9,0,-5,-1,0,0.1
Cn1nnnc1SCCNCc1cc(Cl)ccc1OCc1ccccc1,-12,12,-7,-1,-11,-1,-7,-3,7.7
COc1cc(C(=O)OCC(=O)NC2CCCCC2)cc(OC)c1OC,-4,1,8,-18,-3,-4,-2,-14,0.6

# 4 records picked at random from those above, as already listed:
SMILES,CHO parental Ca,M4 ag,M1 PAM,M1 antag,OXTR potentiate,CHRM4 antagonist,M1 ag,CHO-K1 Ca antag,M1 ag parental
COc1ccc2cc(C#N)c(Nc3cccc(F)c3)nc2c1,-9,1,12,-9,0,-5,-1,0,0.1
CN(C)CCCOC(=O)COc1ccc(Br)cc1,0,5,-1,0,-4,-8,-5,-8,1.5
CCSc1nc2ccccc2c(=O)n1OCC(=O)OC,-6,1,1,-3,-3,0,-4,5,0.0
CC(C)[C@H](NC(=O)c1cccc(CN(Cc2ccccc2)C(=O)c2ccccc2)c1)C(=O)O,-9,1,11,-13,6,-6,-2,-8,-0.3

# More results.
SMILES,CHO parental Ca,M4 ag,M1 PAM,M1 antag,OXTR potentiate,CHRM4 antagonist,M1 ag,CHO-K1 Ca antag,M1 ag parental
CC(C)NC(=O)Nc1cccc2c1O[C@H](CN(C)C(=O)NC1CCCCC1)[C@@H](C)CN([C@H](C)CO)C2=O,4,3,6,-2,-4,1,-4,-20,0.6
CCOc1cc(-c2cc(-c3ccc(NC(C)=O)cc3)nc(N)c2C#N)ccc1O,-11,14,-12,-1,-11,-14,-3,1,3.9
CC12COC3(C(=O)Nc4ccccc4)CC1CCC32C (stereo unspecified),10,0,9,-8,6,2,-2,-12,0.0
COc1ccc(-n2nnc3c(=O)n(Cc4cc(C)ccc4C)cnc32)cc1,-12,2,6,-17,-9,2,-4,-15,2.2
Cc1ccc(-c2nnc(-c3ccc4c(c3)OCO4)o2)cc1,3,0,7,-4,-4,1,-6,5,3.9
Cc1cc(Cl)ccc1NNC(=O)c1cccs1,-14,2,11,-20,-1,-5,-2,-9,1.1
